# Yp Topo-I inh – Y. pestis Topo-I inhibition via cleavage products; Y. pestis Topo-I cleavage product accumulation, plate reader; activity, % at 10 µM; 360,000 compounds, 0.064% hits; in the data active = activity above about 50%, passing the limit was not always enough; inconclusive = no clear call, values can overlap the other calls; also: inactives centre near 2
# CCHFV vOTU inh – blocks the CCHF virus ovarian tumor domain protease; AID 651958; CCHFV vOTU protease, Pep-AMC fluorescence; 370,000 compounds, 0.55% hits; inhibition, % at 11.5 µM; in the data active = inhibition above about 30%; also: 0% = vehicle wells with enzyme and 100% = no enzyme wells
# TcdB inh – blocks C. difficile toxin B glycohydrolase activity; P18177; TcdB glycohydrolase enzymatic assay, plate reader; inhibition, % at 9.99 µM; 350,000 compounds, 0.24% hits; in the data active = inhibition above about 10%
# FadD28 FP inh – blocks FadD28 binding to the bisubstrate probe; fluorescence polarization; inhibition, % at 12.5 µM; AID 588549; 360,000 compounds, 0.22% hits; in the data active = inhibition above about 8.5%, passing the limit was not always enough; inconclusive = no clear call, values can overlap the other calls
# Anthrax LF inh2 – blocks Bacillus anthracis lethal factor protease | P15917 | multiplex microsphere protease cleavage assay, LF | inhibition, % at 10 µM | 360,000 compounds, 0.12% hits | AID 588501; also: plate controls were buffer without enzyme for full effect and enzyme alone for no effect
# Target sequence (P15917 whole entry, looked up): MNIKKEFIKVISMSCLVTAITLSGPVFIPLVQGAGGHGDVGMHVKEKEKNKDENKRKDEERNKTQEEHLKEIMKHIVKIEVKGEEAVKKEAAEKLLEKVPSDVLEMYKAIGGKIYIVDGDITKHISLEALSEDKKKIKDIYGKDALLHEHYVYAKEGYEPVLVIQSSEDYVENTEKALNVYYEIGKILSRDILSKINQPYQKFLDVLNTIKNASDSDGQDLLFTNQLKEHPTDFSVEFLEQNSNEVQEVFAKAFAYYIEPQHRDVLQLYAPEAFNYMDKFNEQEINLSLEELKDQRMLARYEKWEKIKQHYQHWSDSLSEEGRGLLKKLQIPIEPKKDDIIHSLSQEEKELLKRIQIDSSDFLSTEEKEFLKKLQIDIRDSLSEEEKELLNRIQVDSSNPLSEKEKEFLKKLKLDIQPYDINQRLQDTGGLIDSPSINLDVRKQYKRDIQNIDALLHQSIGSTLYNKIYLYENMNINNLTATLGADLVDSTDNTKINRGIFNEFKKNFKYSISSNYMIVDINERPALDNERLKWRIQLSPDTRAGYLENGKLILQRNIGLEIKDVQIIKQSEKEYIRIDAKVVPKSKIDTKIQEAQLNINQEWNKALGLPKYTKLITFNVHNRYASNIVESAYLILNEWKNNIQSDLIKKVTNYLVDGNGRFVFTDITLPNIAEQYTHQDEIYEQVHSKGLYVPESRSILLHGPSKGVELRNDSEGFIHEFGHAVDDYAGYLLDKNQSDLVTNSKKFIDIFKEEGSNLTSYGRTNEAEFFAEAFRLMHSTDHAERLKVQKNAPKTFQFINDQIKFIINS
# BoNT F protease – blocks Botulinum neurotoxin F light chain protease; inhibition, % at 10 µM; Multiplex microsphere protease cleavage assay, flow cytometry; 360,000 compounds, 0.22% hits; in the data active = inhibition above about 35%, passing the limit was not always enough; inconclusive = no clear call, values can overlap the other calls; also: plate controls were buffer without enzyme for full effect and enzyme alone for no effect
# BoNT-A LC inh2 – inhibitors of Botulinum neurotoxin A light chain protease; multiplex microsphere protease substrate cleavage, flow cytometry; inhibition, % at 10 µM; 360,000 compounds, 0.17% hits; also: plate controls were buffer without enzyme for full effect and enzyme alone for no effect
# PfHsp40 yeast – rescue of PfHsp40-mediated yeast toxicity; 340,000 compounds, 0.68% hits; growth rescue, % at 12.5 µM; S. cerevisiae expressing PfHsp40, growth rescue, ATP luminescence; AID 504582; in the data active = growth rescue above about 28%, passing the limit was not always enough; inconclusive = no clear call, values can overlap the other calls;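 also: yeast W303a lacking pdr1 and pdr3 grown in galactose medium; growth measured after three days at 30 °C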
# PrPC surface inh – reduces human prion protein on the cell surface. 370,000 compounds, 0.43% hits. cell surface PrPC, TR-FRET read-out. P04156. inhibition, % at 13.8 µM; in the data active = inhibition above about 24%; also: 0% = median of the test wells and 100% = reference compound wells
# Starred values were filed as active, the others as inactive; ? = inconclusive; · = not tested or not shown; & = joins results of further samples. Rule as the data show it, unless noted: active = inhibition above about 30%; inconclusive = no clear call, values can overlap the other calls; inactive = below that.
SMILES,Yp Topo-I inh,CCHFV vOTU inh,TcdB inh,FadD28 FP inh,Anthrax LF inh2,BoNT F protease,BoNT-A LC inh2,PfHsp40 yeast,PrPC surface inh
COc1ccc(C2CC(C)=NN2C=O)cc1OC (stereo not given),-2,-3,·,-3.5,-5,-4,-0.3,-1.0,-3
O=C(NCC1CCCCC1)C1CCN(C(=O)NC2CCCCC2)CC1,2,7,·,-0.2,-12,-7,-0.6,0.7,6
CCOC(=O)Nc1ccc(S(=O)(=O)Nc2nc(C)cc(C)n2)cc1,-7,-10,1.1,0.8,0,-6,-4.0,-0.8,4
O=C(CN1C(=O)NC2(CCCC2)C1=O)Nc1ccccc1-c1ccccc1,8,-1,1.6,-3.3,-5,0,0.2,0.3,0
C/C=C/C=C\C(=O)Nc1cccc(C2=NOC3(C2)C[C@@H](C(N)=O)N(C(=O)/C(C)=C/C)C3)c1 (stereo not given in full),-10,13,1.4,-3.6,0,-11,-0.1,-0.8,-9
CC(C)COC(=S)Nc1ccccc1,8,-7,·,0.1,-9,-4,-0.5,-0.3,7
C[C@H](CCC(=O)OCc1cn(CC(=O)c2ccc(O)cc2)nn1)C1CC[C@H]2[C@@H]3CC[C@@H]4C[C@H](O)CC[C@]4(C)[C@H]3C[C@H](O)[C@]12C (stereo not given in full),46,19,-0.3,0.4,0,-5,-0.3,-1.8,4
CC(C)NC(=O)N(C)C[C@H]1Oc2ccc(NC(=O)Nc3ccccc3)cc2C(=O)N([C@H](C)CO)C[C@@H]1C,5,8,·,-0.4,-8,-5,-0.4,0.9,8
Cc1cc(C(=O)CSc2nnc(-c3ccc(F)cc3)o2)c(C)n1CC1CCCO1 (stereo not given),17,8,·,-0.6,5,9,0.2,-0.7,-6
C=CCOc1ccccc1CN1CCN(CCc2ccccc2)C(CCO)C1 (stereo not given),15,0,2.0,-1.7,-5,-18,1.1,-1.3,-8
O=C(CCc1c[nH]c2ccccc12)NN1C(=O)NC2(CCCCC2)C1=O,-13,-2,-0.9,-0.9,-6,-4,-0.8,0.6,5
Cc1cccc(OCC(=O)OCC(=O)Nc2ccc(Cl)cn2)c1,8,12,-0.3,-3.5,10,-4,-0.1,-1.0,5
COc1cc(/C=C/C2=CC(C)(C)NC(=S)N2)cc(OC)c1OC,-1,17,0.9,-3.0,1,3,-0.7,0.5,-5
COc1ccc(Cn2cccc(NC(=O)Nc3cccc(C#N)c3)c2=O)cc1,8,3,·,-1.4,4,-20,-1.3,-0.4,11
CCOc1cc(N2CCOCC2)c(OCC)cc1NC(=O)c1oc2ccccc2c1C,2,1,0.2,-2.4,-6,-4,-0.3,0.3,-6
CC(C)c1nnc(NC(=O)c2sc3ccccc3c2Cl)s1,-1,8,·,1.5,-4,5,0.0,11,1
O=C(NCCN1CCOCC1)c1ccc2c(c1)N(Cc1ccccc1)C(=O)CS2,-11,-12,·,-5.3,0,2,-0.2,-1.3,-4
CC/C(=N/Nc1ccccc1)c1cnnc(SC)n1,-10,0,·,-2.6,1,4,1.7,0.6,-3
Cc1oc(C(N)=O)cc1COc1ccc(C(N)=O)cc1,-4,-5,0.4,-2.9,17,-2,0.5,-0.6,-2
CC1(C)Cc2c(c(-c3ccccc3Cl)[nH]c(=O)c2C#N)CO1,-1,8,·,-2.4,-4,-2,-0.1,1.1,4
O=C(CN1C(=O)C(=O)N(CCC2=CCCCC2)C1=O)Nc1ccc(F)cc1F,-4,7,-1.1,·,1,-3,-1.9,-0.5,-1
Cc1cc(Br)cc(C)c1OCC(=O)NNC(=O)c1cccs1,18,-8,0.8,-1.8,1,10,-2.9,-0.9,4
Cc1cc(Nc2ccc([N+](=O)[O-])cc2)nc2ccccc12,-15,4,-0.7,-1.4,3,6,4.8,0.8,5
Cc1cc(C)cc(C(=O)Nc2cccnc2)c1,8,-8,3.4,-1.8,-1,-9,-0.1,-0.8,-7
Cc1ccc(CNC(=O)C2CC(c3ccccc3C(F)(F)F)=NO2)cc1 (stereo not given),7,3,-0.5,-1.0,-1,4,-0.5,1.4,-2
COc1ccc([N+](=O)[O-])cc1Nc1ncnc2ccccc12,2,-2,1.0,-3.0,0,-4,-0.2,1.3,-3
Cc1ccc(C(=O)O)cc1S(=O)(=O)NCC1CCCO1 (stereo not given),-2,8,·,-1.5,-2,-4,-1.1,0.9,2
Cn1nc2c3ccccc3n(Cc3ccc(F)cc3)c2nc1=S,8,1,-1.0,-1.3,-5,?,-2.3,1.1,5
Cc1ccc(S(=O)(=O)N(C)C[C@@H]2OCc3cnnn3CCCC(=O)N([C@@H](C)CO)C[C@H]2C)cc1,0,-3,0.3&-0.2&0.1,-1.3,-3,-3,-0.3,·,-5
CC(=O)N1CCc2cc(S(=O)(=O)NC(CC(C)C)C(=O)N3CCn4c3nc3ccccc34)ccc21 (stereo not given),-9,-3,·,-0.5,1,-2,0.9,-0.6,-2
CC(=O)c1sc(NC(=O)CSC(C)C(=O)Nc2cc(C)on2)nc1-c1ccccc1 (stereo not given),2,-6,1.5,-5.0,-1,7,0.8,-0.7,-11
CCCCN(C)CCN1C(=O)C2C(C(=O)Nc3ccc(Cl)cc3)C3C=CC2(O3)C1C(=O)NC1CCCCC1 (stereo not given),-14,6,-1.4,-3.0,7,7,2.8,-0.4,-13
CC(O)[C@H]1CN=C(N)N1CC1CCCCC1 (stereo not given in full),-1,-1,-1.0,-2.7,-12,-4,-0.9,0.2,6
COc1ccc(OC(=O)c2ccc(Cl)cc2)c(C(C)=O)c1,10,9,-1.3,2.2,-2,-2,-0.4,-2.0,4
COc1cccc(-c2cnc3c(NC=O)cc(-c4ccc(S(C)(=O)=O)cc4)cn23)c1,24,-6,1.0,-7.6,-2,-2,0.0,·,-12
O=C(Cc1ccccc1)NNC(=O)c1ccc(NC(=O)c2ccccc2)cc1,-6,-2,-0.7,-0.1,-4,6,-0.8,-0.4,-1
CN1CC(C(=O)c2ccc(Cl)cc2)C(c2ccccc2F)C1 (stereo not given),12,3,-1.0,-1.2,-2,2,0.1,-1.2,5
C=CCn1cnc2c(c1=O)c1nc3ccccc3nc1n2/N=C/c1cccc(OC)c1OC,-2,-11,1.3,-2.3,-8,-14,-0.2,0.3,7
O=C(c1ccc(Sc2ccccc2)c([N+](=O)[O-])c1)N1CCOCC1,8,10,1.3,-2.6,-3,-29,-2.4,1.7,-29
NS(=O)(=O)c1ccc(CCNC(=O)c2cccc(OC(F)F)c2)cc1,3,-5,0.1,-0.8,0,13,0.5,0.0,9
O=C(CSc1ncn[nH]1)N1N=C2/C(=C/c3ccco3)CCCC2C1c1ccco1 (stereo not given),8,10,·,-3.8,-10,1,0.0,-0.4,3
Cc1ccc(C)c(/C=N/NC(=S)NC(C)C)c1,6,3,·,0.6,-1,-9,-0.7,4.9,3
Cc1nc2ccc(C(=O)NCCc3c[nH]c4ccccc34)cn2c1N(C)C(=O)CCc1ccccc1,15,7,-1.1,-0.5,-11,-9,-0.5,·,4
CCC(=O)N(C)C[C@H]1Oc2cc(-c3ccccc3F)ccc2S(=O)(=O)N([C@H](C)CO)C[C@H]1C,-6,-13,0.8&-0.3&0.4,-3.3,-9,-8,0.3,·,-8
CCOC(=O)C1=C(N)OC2=C(C(=O)CC(C)(C)C2)C1C1CCCCC1 (stereo not given),1,18,·,-3.6,-2,-4,0.1,-0.4,12

# Among those listed so far, two contain a cyano group.
SMILES,Yp Topo-I inh,CCHFV vOTU inh,TcdB inh,FadD28 FP inh,Anthrax LF inh2,BoNT F protease,BoNT-A LC inh2,PfHsp40 yeast,PrPC surface inh
COc1ccc(Cn2cccc(NC(=O)Nc3cccc(C#N)c3)c2=O)cc1,8,3,·,-1.4,4,-20,-1.3,-0.4,11
CC1(C)Cc2c(c(-c3ccccc3Cl)[nH]c(=O)c2C#N)CO1,-1,8,·,-2.4,-4,-2,-0.1,1.1,4

# Carrying on:
SMILES,Yp Topo-I inh,CCHFV vOTU inh,TcdB inh,FadD28 FP inh,Anthrax LF inh2,BoNT F protease,BoNT-A LC inh2,PfHsp40 yeast,PrPC surface inh
COc1ccccc1N1CCN(C2CCCN(Cc3ccc(Cl)cc3)C2)CC1 (stereo not given),22,-12,-0.8,-2.3,16,?,-1.7,-0.4,9
CCCNC(=O)C1(C)CCN(Cc2cccc(OC(=O)c3ccccc3)c2)C1 (stereo not given),26,19,-9.6,-4.1,-1,3,-0.1,·,6
Cc1ccc(C)c(/C=N/Nc2nc3ccccc3c(=O)n2O)c1,-5,-6,0.2,-0.9,·,·,·,·,-5
C(=N\Nc1nc2ccccc2s1)/c1cccs1,-13,13,·,0.6,-3,-10,-0.4,0.7,-7
COc1ccc(CC(=O)NCc2cccc(CNC(=O)Cc3ccc(OC)c(OC)c3)c2)cc1OC,-4,-11,1.5,-1.6,-8,10,-0.7,-0.8,-2
O=C(NCc1ccco1)C(c1ccncc1)N(C(=O)Cn1nnc2ccccc21)c1ccccc1F (stereo not given),7,-4,0.1,-1.7,3,12,-2.1,0.3,2
FC(F)(F)c1cccc(NC(=S)NCCN2CCOCC2)c1,-2,-1,0.8,-0.9,0,-4,-0.9,-0.7,-11

# Profiles from above. Values in the order: Yp Topo-I inh, CCHFV vOTU inh, TcdB inh, FadD28 FP inh, Anthrax LF inh2, BoNT F protease, BoNT-A LC inh2, PfHsp40 yeast, PrPC surface inh
# `CCOC(=O)C1=C(N)OC2=C(C(=O)CC(C)(C)C2)C1C1CCCCC1` (stereo not given) across the screens: 1, 18, ·, -3.6, -2, -4, 0.1, -0.4, 12
# `CCCCN(C)CCN1C(=O)C2C(C(=O)Nc3ccc(Cl)cc3)C3C=CC2(O3)C1C(=O)NC1CCCCC1` (stereo not given) across the screens: -14, 6, -1.4, -3.0, 7, 7, 2.8, -0.4, -13
# `Cc1ccc(CNC(=O)C2CC(c3ccccc3C(F)(F)F)=NO2)cc1` (stereo not given) across the screens: 7, 3, -0.5, -1.0, -1, 4, -0.5, 1.4, -2
# `C/C=C/C=C\C(=O)Nc1cccc(C2=NOC3(C2)C[C@@H](C(N)=O)N(C(=O)/C(C)=C/C)C3)c1` (stereo not given in full) across the screens: -10, 13, 1.4, -3.6, 0, -11, -0.1, -0.8, -9
# `COc1ccc(OC(=O)c2ccc(Cl)cc2)c(C(C)=O)c1` across the screens: 10, 9, -1.3, 2.2, -2, -2, -0.4, -2.0, 4
